PI4K2A inh = qHTS for small molecular inhibitors of PI4K2A; purified PI4K2A, ADP-Glo luminescence, 1 h; hits give low values; AID 1346378, 2018; activity change, negative = inhibition, % at 76.9 µM; Phosphatidylinositol 4-kinase type 2-alpha (Homo sapiens), Q9BTU6; 420,000 tested, 0.13% active; in the data active = activity change below about -50%; inconclusive = mostly about -30% to -49%;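 note: -100% = wells without enzyme as full effect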
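ADP-Glo luminescence measured ADP generated by PI4K2A enzyme (4 ug/mL before mixing) with 1.2 mM PI substrate (pre-mix) and 300 microM ATP (pre-mix). Tris pH7.5 buffer with MgCl2, Triton X-100; 1 h reaction at ambient temperature.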
BAZ2B inh = qHTS Assay for Inhibitors of BAZ2B. AlphaScreen BAZ2B-H3K14Ac peptide displacement. Potency, µM (highest dose often 114 µM), inactives show at the top dose activity change, negative = inhibition, hits mostly inhibitors. 360,000 tested, 4.4% active. AID 504333, 2011; note: potency is the fitted concentration of half-maximal effect; % is set by controls: 0 for no effect and ±100 for the full control effect; nearly all actives have a fitted effect of over 60% in size
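Complex of BAZ2B and biotin-H3K14Ac (50 nM apiece) forms over 30 min at RT, then faces library compounds up to 110 uM for another 30 min; AlphaScreen beads added, 20 min dark incubation, luminescence read.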
JMJD2A Tudor = qHTS Assay for Inhibitors of JMJD2A-Tudor Domain. Lysine-specific demethylase 4A (Homo sapiens), O75164. AlphaScreen JMJD2A-Tudor / H3K4me3 peptide binding. Potency, µM (series often up to 114 µM), without a hit: top-dose activity change, negative = inhibition, most hits filed as inhibitors. 390,000 tested, 4.4% active. AID 504339, 2011; note: potency is the fitted concentration of half-maximal effect; % is set by controls: 0 for no effect and ±100 for the full control effect; nearly all actives have a fitted effect of over 50% in size
POLH inh = qHTS for Inhibitors of Polymerase Eta; DNA polymerase eta (Homo sapiens), Q9Y253; recombinant Pol eta, fluorescent DNA replication assay; Potency, µM (titrated, usually from 114 µM), inactives show at the top dose activity change, negative = inhibition, most hits filed as inhibitors; 390,000 tested, 1.2% active; AID 588591, 2011; note: potency is the fitted concentration of half-maximal effect; % is set by controls: 0 for no effect and ±100 for the full control effect
Target sequence (Q9Y253 whole entry, looked up): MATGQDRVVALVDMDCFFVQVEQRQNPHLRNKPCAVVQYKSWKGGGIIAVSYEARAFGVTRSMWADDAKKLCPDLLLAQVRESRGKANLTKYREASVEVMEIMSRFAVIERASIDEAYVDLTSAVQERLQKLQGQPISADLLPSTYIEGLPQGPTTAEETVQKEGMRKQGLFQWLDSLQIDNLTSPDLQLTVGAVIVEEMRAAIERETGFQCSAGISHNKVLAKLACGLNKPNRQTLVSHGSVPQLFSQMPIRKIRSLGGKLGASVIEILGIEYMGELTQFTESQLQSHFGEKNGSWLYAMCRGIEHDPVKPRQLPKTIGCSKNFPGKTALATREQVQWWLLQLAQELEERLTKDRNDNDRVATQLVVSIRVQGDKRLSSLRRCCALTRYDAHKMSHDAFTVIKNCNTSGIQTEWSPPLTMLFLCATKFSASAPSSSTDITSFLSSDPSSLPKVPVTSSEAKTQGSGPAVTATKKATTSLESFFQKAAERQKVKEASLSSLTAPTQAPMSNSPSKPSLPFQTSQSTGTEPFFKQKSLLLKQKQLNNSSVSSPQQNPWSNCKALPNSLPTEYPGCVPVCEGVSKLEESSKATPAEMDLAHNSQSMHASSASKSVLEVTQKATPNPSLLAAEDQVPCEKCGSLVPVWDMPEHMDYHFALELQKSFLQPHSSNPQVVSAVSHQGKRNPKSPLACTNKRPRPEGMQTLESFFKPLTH
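Pol eta (10 nM) was preincubated with compounds for 15 min at room temperature, after which fluorescent replication substrate (50 nM final) was added to start the reaction. Fluorescence was read kinetically at 0 and 10 min.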
GLS inh = qHTS for Inhibitors of Glutaminase (GLS); Glutaminase kidney isoform, mitochondrial (Homo sapiens), O94925; GLS enzymatic activity, qHTS titration; Potency, µM (highest dose often 45.5 µM), inactives show top-dose activity change, negative = inhibition, usual class: inhibitors; 410,000 tested, 0.21% active; AID 624170, 2012; note: potency is the fitted concentration of half-maximal effect; % is set by controls: 0 for no effect and ±100 for the full control effect
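hKGA; 45 mM KH2PO4 pH 8.2 + 0.02% Tween-20; cpd via pin tool; 1 mM Gln soln; GluOx/HRP/Amplex Red; RT 30 min; fluor. t0 & final.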
HP1b chromo inh = HTS for Inhibitors of HP1-beta Chromodomain Interactions with Methylated Histone Tails | Chromobox protein homolog 1 (Homo sapiens), P83916 | 390,000 tested, 0.56% active | Potency, µM (highest dose often 114 µM), without a hit: at the highest dose activity change, negative = inhibition, usual class: inhibitors | AID 540317, 2011 | AlphaScreen HP1-beta / biotin-H3K9me3 peptide binding; note: potency is the fitted concentration of half-maximal effect; nearly all actives have a fitted effect of over 70% in size; inactives centre near 23
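Compound inhibition of the preformed complex between 50 nM HP1-beta and 50 nM biotinylated H3K9me3 peptide was read by AlphaScreen. Buffer was PBS pH 7.4 with 0.01% Tween-20. Incubations ran 30 min at room temperature, with 10 ug/mL donor/acceptor beads.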
Tb PGK inh = qHTS Assay to Find Inhibitors of Phosphoglycerate Kinase; Phosphoglycerate kinase, glycosomal (Trypanosoma brucei brucei), P07378; PGK/GAPDH coupled, Kinase-Glo luminescence, 60 min; Potency, µM (doses to about 57.5 µM), for the others: top-dose activity change, negative = inhibition, hits mostly inhibitors; 380,000 tested, 0.043% active; AID 602233, 2012; note: potency is the fitted concentration of half-maximal effect; % is set by controls: 0 for no effect and ±100 for the full control effect; nearly all actives have a fitted effect of over 60% in size
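Luminescent ATP detection (Kinase-Glo Plus) follows a 60-minute room-temperature incubation, with wells lacking PGK as controls. Buffer: 100 mM TEA (pH 7.6), 5 mM MgCl2, 0.01% Tween-20. Coupling enzyme GAPDH (100 nM final) supplies unstable 1,3-BPG in-well.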
Pin1 inh = qHTS Assay to Find Inhibitors of Pin1; Peptidyl-prolyl cis-trans isomerase NIMA-interacting 1 (Homo sapiens), Q13526; Pin1 FP peptide displacement, HiFluor488, 10 min; Potency, µM (doses to about 115 µM), for the others: at the highest dose activity, negative = inhibition, usual class: inhibitors; 390,000 tested, 0.009% active; active = well fitted inhibition curve with a large enough effect in the polarisation, with a control signal flat, not every such curve was filed as active; inconclusive = small, poorly fitted or top-dose-only effect, or effect the other way, or a change in a side signal; inactive = no such curve, though single readings can be large or run the other way; the % refers to the polarisation; note: potency is the fitted concentration of half-maximal effect; % is set by controls: 0 for no effect and ±100 for the full control effect
G9a inh = qHTS Assay for Inhibitors of Histone Lysine Methyltransferase G9a. Potency, µM (top dose mostly 102 µM), inactives show at the top dose activity, negative = inhibition, most hits filed as inhibitors. Histone-lysine N-methyltransferase EHMT2 (Homo sapiens), Q96KQ7. 350,000 tested, 8.8% active. G9a H3K9 monomethylation, AlphaScreen, 2 h. AID 504332, 2011; note: potency is the fitted concentration of half-maximal effect; % is set by controls: 0 for no effect and ±100 for the full control effect; nearly all actives have a fitted effect of over 75% in size
Target sequence (Q96KQ7 913-1193 limits assumed): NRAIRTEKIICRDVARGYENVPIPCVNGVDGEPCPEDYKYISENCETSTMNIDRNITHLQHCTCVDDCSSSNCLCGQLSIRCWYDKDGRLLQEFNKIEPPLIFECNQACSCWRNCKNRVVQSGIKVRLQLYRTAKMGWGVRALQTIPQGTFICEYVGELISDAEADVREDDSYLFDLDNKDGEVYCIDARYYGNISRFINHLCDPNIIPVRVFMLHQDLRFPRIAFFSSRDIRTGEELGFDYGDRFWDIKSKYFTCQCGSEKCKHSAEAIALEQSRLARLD
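G9a (20 nM) preincubated 15 min RT with compounds, then 500 nM biotinylated H3K9 peptide and 20 uM SAM added; 2 h RT reaction. Monomethyl-H3K9 product detected by AlphaScreen with anti-H3K9me1 antibody, streptavidin donor and anti-rabbit IgG acceptor beads.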
* hit, by the source's call; i = inactive; ? = inconclusive; · = no result given; [ ] = remark or other dose. Unless noted, calls come from the whole dose curve; as a rule, active = well fitted curve in the direction sought with a large enough effect; inconclusive = small, poorly fitted or top-dose-only effect, or another doubt; inactive = no such curve, though single readings can be large; an effect the other way counts as inactive or inconclusive. An excerpt. The share of hits here may be higher or lower than overall.

PI4K2A inh	BAZ2B inh	JMJD2A Tudor	POLH inh	GLS inh	HP1b chromo inh	Tb PGK inh	Pin1 inh	G9a inh	structure
-1.8	·	-21.6%	3.2%	8.3%	39.5%[activator]	-3.1%	-0.1%	·	CCOC(=O)C[C@H]1c2ccccc2S(=O)(=O)N1c1cccc(OC)c1
-29.2	0.0%	-14.9%	-10.5%	-0.8%	31.1%	-23.4%	1.1%	-6.5%[12.7 µM]	c1ccc2[nH]c(-c3nc4ccccc4[nH]3)nc2c1
-3.4	6.7%	-11.3%	-13.5%	?	23.2%	4.6%	15.2%	7.2%[59 µM]	Cc1nc2c(C(=O)NC(C)c3ccccc3)cnn2c(C)c1Cc1ccccc1 (stereo not given)
-18.5	2.1%	-4.5%	39.8µM*	3.7%	39.3%[activator]	i	8.5%	-35.6%	Cc1cc(Cl)n2c(nc3ccccc32)c1C#N
1.8	-3.5%	-5.5%	-2.7%	-12.3%	33.9%	-1.3%	-0.3%	-47.6%	O=C(COC(=O)c1ccc2c(c1)OCCO2)Nc1ccc(F)cc1
-6.9	8.6%	-3.9%	-2.0%	-0.1%	12.0%	-6.3%	9.9%	?	COc1cc(C)c(Br)cc1S(=O)(=O)NCc1ccccc1
-14.4	-8.9%	-16.5%	-9.8%	-9.9%	34.1%	-1.2%	16.5%	11.5%[0.0925 µM]	Cc1ccsc1/C=N/NC(=O)c1nnn(-c2nonc2N)c1-c1ccc2c(c1)OCO2
-9.1	2.9%	3.6%	-9.9%	1.2%	29.2%	-19.1%	29.8%	-0.2%[59 µM]	CCOc1ccc(C(=O)Nc2ccc(-c3nc4cc(CC)ccc4o3)cc2)cc1
2.5	-1.9%[57.1 µM]	-6.9%	-11.2%	2.5%	42.9%[activator]	i	1.1%	20.1%	O=C(NNC(=O)c1cc(-c2ccc(Cl)c(Cl)c2)nc2ccccc12)Nc1ccccc1
0.5	-9.0%	-8.7%	0.7%	8.8%	17.9%	2.3%	-0.5%	-2.2%	CC(C)(C)c1ccc(C(=O)NC2CCN(Cc3ccccc3)CC2)cc1
-1.6	5.2%	11.0%[57.1 µM]	-12.6%	1.7%	24.4%	-0.1%	0.7%	22.4%[59 µM]	COC(=O)c1ccccc1NC(=O)CCS(=O)(=O)c1ccc(Br)s1
3.6	-12.6%	-33.4%	-17.1%	-27.1%	23.7%	-0.7%	-2.1%	9.3%	CCOc1cccc(-c2cc(C(=O)N3N=C(C)CC3(O)C(F)F)c3ccccc3n2)c1 (stereo not given)
-2.5	-1.7%	-3.4%	-25.5%	-14.1%	31.8%	i	-6.2%	0.9%	O=S(=O)(c1ccc(NCc2ccc(F)cc2)nc1)N1CCCC1
?	?	?	-14.8%	2.7%	-13.1%	-7.0%	?	-40.9%[59 µM]	CCCCC1=CC2=C(c3ccco3)C(=O)C(C)(OC(=O)c3ccc(OC)cc3)C(=O)C2=CN1Cc1ccco1 (stereo not given)
2.1	-0.7%	-5.9%	-24.5%	-1.9%	30.4%	-5.0%	-5.1%	11.2%[59 µM]	O=C(Nc1ccc(N2CCOCC2)c(Cl)c1)c1cc2ccccc2o1
5.9	?	-17.7%	-18.0%	-6.5%	0.8%	-12.7%	-1.0%	50.1µM*	O=C(Nc1cccnc1)C(Cc1ccccc1)n1cccc1 (stereo not given)
0.8	-1.2%	-6.2%	-13.5%	-2.8%	61.1%[activator]	-6.3%	-4.3%	10.9%[0.501 µM]	O=C(N/N=C/c1ccc(F)cc1)c1ccncc1
1.0	-8.7%	-13.3%	-2.4%	14.5%	40.1%[activator]	-4.8%	-6.5%	-41.5%[59 µM]	O=C(Nc1ccc(Cl)c(Cl)c1)c1ccncc1
-4.1	4.1%	-31.4%	-17.7%	28.3%	5.7%	-9.1%	-0.4%	6.8%	Cc1cc(S(=O)(=O)Nc2ccc(C(=O)N3CCN(c4ccccc4O)CC3)cc2)ccc1F
-10.9	-9.1%	-11.2%	-17.8%	-3.9%	19.8%[57 µM]	i	2.0%	-10.5%	COc1ccc(N(CC(=O)Nc2ccc(C)c(C)c2)S(=O)(=O)c2c(C)noc2C)cc1
-5.1	0.1%	6.5%	-1.2%	5.2%	31.9%	-7.7%	-3.4%	14.0%	CN(C)S(=O)(=O)n1cc(/C=C(\NC(=O)c2ccccc2Cl)C(=O)NCCN2CCOCC2)c2ccccc21
5.9	-12.2%	-26.3%	-9.9%	1.1%	16.7%	i	-13.3%	32.0%[12.7 µM]	COc1ccc(N(CC(=O)NN=C2CCCC2)S(=O)(=O)c2ccccc2)cc1
6.4	-12.6%	5.01µM*	-6.0%	10.7%	?	3.5%	-8.7%	89.1µM*	CSc1ccc(CN2CCN(S(=O)(=O)Cc3ccccc3)CC2)cc1
0.5	10.9%	?	-3.3%	6.0%	-15.9%	-2.0%	4.4%	8.3%	NC(=O)CSc1nnc(Cc2ccc3c(c2)OCO3)n1C1CCCCC1
-1.0	5.8%	-10.2%[57.1 µM]	-19.4%	-7.4%	-15.2%	i	0.9%	38.8%[59 µM]	CN(CC(=O)Nc1ccc(F)c(F)c1)S(=O)(=O)c1cccc2nsnc12
-1.6	-2.0%	0.6%	1.9%	2.3%	28.9%	-6.4%	-1.0%	-6.5%[59 µM]	CC1(C)C(=O)NCCN1C(=O)CCC(=O)O
1.7	16.4%	99.6%[activator]	-28.5%	-5.6%	153.1%	-5.1%	4.9%	22.8%[59 µM]	FCCCOc1ccc(-c2nccc(-c3ccc(Cl)cc3)n2)cc1

Ten compounds out of the list, ordered by molecular weight, ascending:
PI4K2A inh	BAZ2B inh	JMJD2A Tudor	POLH inh	GLS inh	HP1b chromo inh	Tb PGK inh	Pin1 inh	G9a inh	structure
0.8	-1.2%	-6.2%	-13.5%	-2.8%	61.1%[activator]	-6.3%	-4.3%	10.9%[0.501 µM]	O=C(N/N=C/c1ccc(F)cc1)c1ccncc1
5.9	?	-17.7%	-18.0%	-6.5%	0.8%	-12.7%	-1.0%	50.1µM*	O=C(Nc1cccnc1)C(Cc1ccccc1)n1cccc1 (stereo not given)
1.7	16.4%	99.6%[activator]	-28.5%	-5.6%	153.1%	-5.1%	4.9%	22.8%[59 µM]	FCCCOc1ccc(-c2nccc(-c3ccc(Cl)cc3)n2)cc1
2.1	-0.7%	-5.9%	-24.5%	-1.9%	30.4%	-5.0%	-5.1%	11.2%[59 µM]	O=C(Nc1ccc(N2CCOCC2)c(Cl)c1)c1cc2ccccc2o1
0.5	10.9%	?	-3.3%	6.0%	-15.9%	-2.0%	4.4%	8.3%	NC(=O)CSc1nnc(Cc2ccc3c(c2)OCO3)n1C1CCCCC1
6.4	-12.6%	5.01µM*	-6.0%	10.7%	?	3.5%	-8.7%	89.1µM*	CSc1ccc(CN2CCN(S(=O)(=O)Cc3ccccc3)CC2)cc1
-1.0	5.8%	-10.2%[57.1 µM]	-19.4%	-7.4%	-15.2%	i	0.9%	38.8%[59 µM]	CN(CC(=O)Nc1ccc(F)c(F)c1)S(=O)(=O)c1cccc2nsnc12
5.9	-12.2%	-26.3%	-9.9%	1.1%	16.7%	i	-13.3%	32.0%[12.7 µM]	COc1ccc(N(CC(=O)NN=C2CCCC2)S(=O)(=O)c2ccccc2)cc1
-4.1	4.1%	-31.4%	-17.7%	28.3%	5.7%	-9.1%	-0.4%	6.8%	Cc1cc(S(=O)(=O)Nc2ccc(C(=O)N3CCN(c4ccccc4O)CC3)cc2)ccc1F
-5.1	0.1%	6.5%	-1.2%	5.2%	31.9%	-7.7%	-3.4%	14.0%	CN(C)S(=O)(=O)n1cc(/C=C(\NC(=O)c2ccccc2Cl)C(=O)NCCN2CCOCC2)c2ccccc21

A draw from above in order of formula weight, rising.
PI4K2A inh	BAZ2B inh	JMJD2A Tudor	POLH inh	GLS inh	HP1b chromo inh	Tb PGK inh	Pin1 inh	G9a inh	structure
-18.5	2.1%	-4.5%	39.8µM*	3.7%	39.3%[activator]	i	8.5%	-35.6%	Cc1cc(Cl)n2c(nc3ccccc32)c1C#N
-2.5	-1.7%	-3.4%	-25.5%	-14.1%	31.8%	i	-6.2%	0.9%	O=S(=O)(c1ccc(NCc2ccc(F)cc2)nc1)N1CCCC1
0.5	10.9%	?	-3.3%	6.0%	-15.9%	-2.0%	4.4%	8.3%	NC(=O)CSc1nnc(Cc2ccc3c(c2)OCO3)n1C1CCCCC1
